# From PubChem
# ASM inhibitor – inhibitors of human secretory acid sphingomyelinase; P17405; placental ASM, HMU-PC fluorogenic substrate, 60 min; Potency, µM (doses to about 57.5 µM), for inactives: at the highest dose activity change, negative = inhibition, actives largely listed as inhibitors; hit rate 0.006% among 340,000; note: potency is the fitted concentration of half-maximal effect
#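 HMU-PC0 cleavage (9 uM final) by human placental ASM, 60 min at 37 °C following 10 min compound exposure at RT; stopped at pH 10, fluorescence Ex 386/Em 447 nm.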
# GALK inh – blocks human galactokinase activity | P51570 | Purified GALK, Kinase-Glo residual ATP luminescence | Potency, µM (doses to about 57.5 µM), for inactives: at the highest dose activity change, negative = inhibition, actives largely listed as inhibitors | hit rate 0.007% among 270,000 | AID 1868; note: potency is the fitted concentration of half-maximal effect; % is set by controls: 0 for no effect and ±100 for the full control effect
#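 Compounds were pin-transferred into ATP buffer (35 uM final), then GALK plus galactose (5 nM, 100 uM final) was added. After 1 h at room temperature, Kinase-Glo Plus was added and luminescence read after 10 min.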
# Coupling enz – inhibits coupling enzyme system, counter-screen for aldolase hits. coupling enzyme system counterscreen, AmpLite Red fluorescence. AID 2472. activity change, negative = inhibition, % at 58.2 µM, hits read low. hit rate 0.67% among 290,000; in the data active = activity change below about -30%; note: % is set by controls: 0 for no effect and ±100 for the full control effect
#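 Activity here indicates interference with the coupling reaction, not aldolase inhibition. Compounds at 57.5 uM final met coupling enzymes for 10 min at RT; substrate and AmpLite Red detection followed, with a 525/598 nm fluorescence read after 20 min.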
# MBNL1 CUG block – blocks human MBNL1 binding to CUG repeat RNA | TR-FRET MBNL1-His/biotin-(CUG)12 binding, 665/545 ratio | Potency, µM (titrated, usually from 57.5 µM), for inactives: at the top dose activity change, negative = inhibition, actives largely listed as inhibitors | Q9NR56 | hit rate 0.036% among 280,000; active = well fitted inhibition curve with a large enough effect in the signal ratio, with a control signal flat, not every such curve was filed as active; inconclusive = small, poorly fitted or top-dose-only effect, or effect the other way, or a change in a side signal; inactive = no such curve, though single readings can be large or run the other way; the % refers to the signal ratio; note: potency is the fitted concentration of half-maximal effect; % is set by controls: 0 for no effect and ±100 for the full control effect
#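 Compounds (final 92 nM to 58 uM) are added to His-tagged MBNL1 and biotin-(CUG)12, then terbium anti-His antibody and streptavidin-XL665 (5 nM final). After 60 min at room temperature, the 665/545 nm ratio is read.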
# a7 integrin act – activates integrin-mediated alleviation for muscular dystrophy; alpha7betagal myoblasts, beta-gal FDG fluorescence, 48 h; AID 624291; Potency, µM (series often up to 38.3 µM), without a hit: at the top dose activation, most hits filed as activators; hit rate 0.064% among 350,000;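 note: potency is the fitted concentration of half-maximal effect; 100% = response of the positive control SU9516; nearly all actives have a fitted effect of over 60% in size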
#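 alpha7betagal+/- myoblasts (passage 13, 250/well) treated 48 h at 37C with compounds at 1:260 dilution of DMSO stock. Lysed, then beta-galactosidase activity read as FDG fluorescence (ex 480/em 540) after 30 min, with pre-read for autofluorescence.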
# AT treatment – candidate therapy for ataxia-telangiectasia. Potency, µM (doses to about 57.5 µM), for the others: at the top dose activation, usual class: activators. […] A-T fibroblasts, KAP-1 phosphorylation AlphaLISA; neocarzinostatin DNA damage 30 min before lysis. hit rate 0.19% among 320,000; note: potency is the fitted concentration of half-maximal effect; % of control where 0% means no effect; nearly all actives have a fitted effect of over 45% in size
#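 ATM-like activity read as KAP-1 phosphorylation via AlphaLISA donor/acceptor antibody pairs after lysis and 6 hr at 25C. Cells were ATM-null patient fibroblasts ([…], hTERT), dosed 60 min, then exposed to the DSB inducer NCS for 30 min.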
# MLL CXXC-DNA inh – MLL CXXC-DNA interaction inhibition; Q03164; MLL-CXXC / FITC-HOXA9 DNA fluorescence polarization; Potency, µM (titrated, usually from 115 µM), inactives show top-dose activity change, negative = inhibition, usual class: inhibitors; hit rate 0.037% among 290,000; active = well fitted inhibition curve with a large enough effect in the polarisation, with a control signal flat, not every such curve was filed as active; inconclusive = small, poorly fitted or top-dose-only effect, or effect the other way, or a change in a side signal; inactive = no such curve, though single readings can be large or run the other way; the % refers to the polarisation; note: potency is the fitted concentration of half-maximal effect
#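 Fluorescence polarization: 7 uM MLL-CXXC (stock) preincubated 5 min with compounds, then 50 nM fluorescein-HOX-A9 DNA (stock) added; 30 min ambient. Buffer 50 mM Tris-HCl pH 7.5, 50 mM NaCl, 1 mM DTT, 0.05% BSA.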
# KCNH2 3.1 inh – KCNH2 3.1 (human) potassium channel inhibition; U2OS KCNH2 3.1, thallium flux FluxOr; active compounds read low; activity change, % (tested at about 1.8 µM); hit rate 0.95% among 340,000; AID 720553;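 active = maximum activity change below -70%; inconclusive = maximum activity change from -70% to -50%; inactive = maximum activity change above -50%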;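 note: thallium influx rate constant from kinetic fluorescence after stimulation buffer; % is set by controls: 0 for no effect and ±100 for the full control effect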
#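 Kinetic fluorescence (2 min after stimulation buffer) measures Tl+ influx through KCNH2 3.1 expressed by viral transduction in U2OS cells; the rate constant is normalized against DMSO controls serving as positive and negative references.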
# hERG WT inh – blocks the wildtype human KCNH2 potassium channel; Q12809; U2OS, BacMam KCNH2, thallium flux FluxOr; active compounds read low; activity change, % at 1.84 µM; hit rate 0.37% among 340,000; AID 720551;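 active = maximum activity change below -70%; inconclusive = maximum activity change between -70% and -50%; inactive = maximum activity change above -50%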; note: % is set by controls: 0 for no effect and ±100 for the full control effect
# Target sequence (Q12809 whole entry, looked up): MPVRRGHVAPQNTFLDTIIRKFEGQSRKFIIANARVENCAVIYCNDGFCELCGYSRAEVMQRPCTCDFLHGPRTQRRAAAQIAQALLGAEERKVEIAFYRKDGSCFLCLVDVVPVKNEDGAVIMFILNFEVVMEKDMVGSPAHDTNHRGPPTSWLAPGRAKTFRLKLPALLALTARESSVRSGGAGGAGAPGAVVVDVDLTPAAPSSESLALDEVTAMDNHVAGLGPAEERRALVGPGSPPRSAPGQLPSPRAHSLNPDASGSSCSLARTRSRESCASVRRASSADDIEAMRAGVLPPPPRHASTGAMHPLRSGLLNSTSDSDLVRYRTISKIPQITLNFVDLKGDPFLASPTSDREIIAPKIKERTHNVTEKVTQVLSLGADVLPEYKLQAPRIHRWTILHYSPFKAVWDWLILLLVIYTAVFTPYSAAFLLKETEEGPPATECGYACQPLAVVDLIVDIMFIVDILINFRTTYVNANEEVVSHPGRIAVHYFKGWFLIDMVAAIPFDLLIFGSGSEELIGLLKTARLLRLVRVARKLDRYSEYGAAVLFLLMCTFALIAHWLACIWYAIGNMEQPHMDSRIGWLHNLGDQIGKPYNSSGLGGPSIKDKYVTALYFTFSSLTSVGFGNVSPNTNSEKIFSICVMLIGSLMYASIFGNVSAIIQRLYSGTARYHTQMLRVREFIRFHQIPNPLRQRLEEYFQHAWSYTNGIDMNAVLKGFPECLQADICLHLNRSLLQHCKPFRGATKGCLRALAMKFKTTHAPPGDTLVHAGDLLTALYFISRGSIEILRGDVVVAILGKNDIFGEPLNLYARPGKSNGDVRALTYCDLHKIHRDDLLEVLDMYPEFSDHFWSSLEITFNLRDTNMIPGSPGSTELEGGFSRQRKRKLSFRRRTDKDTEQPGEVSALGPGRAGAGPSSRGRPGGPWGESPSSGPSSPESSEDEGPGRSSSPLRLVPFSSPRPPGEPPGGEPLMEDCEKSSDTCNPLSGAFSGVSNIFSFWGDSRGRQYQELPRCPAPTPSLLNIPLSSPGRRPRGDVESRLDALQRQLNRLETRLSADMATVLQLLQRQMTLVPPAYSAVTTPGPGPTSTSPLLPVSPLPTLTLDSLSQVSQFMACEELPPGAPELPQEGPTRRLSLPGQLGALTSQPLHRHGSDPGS
#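 U2OS cells transduced with wild-type KCNH2 virus are loaded with FluxOr dye for 45 min, and thallium flux is measured in kinetic reads before and after stimulation buffer. Rate constants are normalized to DMSO controls.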
# TRPV1 agonist – human TRPV1 agonism; TRPV1-expressing cells, Fluo-8 calcium influx, agonist mode; activation, % at 8.33 µM; hit rate 0.19% among 320,000; AID 540275; in the data active = activation above about 80%; inconclusive = between about 30% and that limit; note: 0% is about no effect
#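 Cells expressing TRPV1 were dye-loaded with Fluo-8 and read kinetically: 10 s baseline, 3 min after compound (agonist portion), then 2 min after EC20 capsaicin (allosteric enhancer portion). Calcium-bound dye fluorescence at 480/520 nm.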
# Numbers without * were called inactive; i = inactive; ? = inconclusive; nt = no result given; & = joins results of further samples; [ ] = dose if it differs, or a comment. Unless noted, calls come from the whole dose curve; as a rule, active = well fitted curve in the direction sought with a large enough effect; inconclusive = small, poorly fitted or top-dose-only effect, or another doubt; inactive = no such curve, though single readings can be large; an effect the other way counts as inactive or inconclusive.
SMILES,ASM inhibitor,GALK inh,Coupling enz,MBNL1 CUG block,a7 integrin act,AT treatment,MLL CXXC-DNA inh,KCNH2 3.1 inh,hERG WT inh,TRPV1 agonist
COC(=O)c1ccc(NC(=O)CC(=O)Nc2ccc(C(=O)OC)cc2)cc1,2%,nt,0,3%,24%,23%,-2%,10,0,1
COc1ccc(NC(=S)N2CCc3cc(OC)c(OC)cc3C2)cc1,0%,3%,2,0%,-32%,-14%,3%,19,0,?
Cc1cc(C)nc(SCc2ccc(C(=O)N/N=C/c3cccnc3)cc2)n1,nt,2%,-3,13%,nt,2%,1%,nt,nt,?
O=C(Nc1ccc(S(=O)(=O)Nc2nccs2)cc1)c1cc(-c2ccncc2)nc2ccccc12,0%,-1%,1,16%,5%,-4%,-4%,-1,-17,-5
Cc1ccc(S(=O)(=O)N2CCOCC2)cc1C(=O)OCC(=O)N1CCCC1=O,3%,nt,nt,nt,-9%,0%,nt,-11,-4,nt
CC(C)(C)C(=O)NC(n1cnc2c(N3CCOCC3)ncnc21)C(Cl)(Cl)Cl (stereo not given),6%,3%,2,-8%,6%,1%,-4%,-2,1,7
Nc1cc(=O)n(Cc2ccccc2)c(=O)n1-c1ccc(Cl)cc1,-1%,-1%,-2,nt,-13%,-7%,-4%,2,-1,0
Cc1ccc2c(c1)N(CC(=O)N1CCCCC1c1cccnc1)C(=O)CO2 (stereo not given),2%,2%,-1,-6%,1%,-3%,-2%,-10,5,-2
NS(=O)(=O)c1ccc2c(c1)C1C=CCC1C(C1CC=CCC1)N2 (stereo not given),-9%,-7%,-17,?,4%,-4%,?,10,2,2
NC(=O)Nc1ccc(C(=O)OCC(=O)c2c[nH]c3ccccc23)cc1,-4%,nt,nt,nt,-21%,8%,nt,-12,8,nt
COc1ccc(CCNS(=O)(=O)c2ccc(-n3cnnn3)cc2)cc1OC,0%,11%,1,-4%,-5%,6%,1%,3,5,-3
COc1ccc(CNc2ncnc3sccc23)cc1,8%,4%,2,13%,-59%[inhibitor],8%,1%,-4,2,0
O=C1COc2ccccc2N1Cc1c(F)cccc1Cl,-2%,0%,-5,1%,-7%,7%,5%,-6,-15,16
CCc1ccc(NC(=S)NC2CC3CCCC(C2)N3Cc2ccccc2)cc1 (stereo not given),4%,2%,-6,-1%,-74%[inhibitor],1%,3%,-43,nt,-1
OC(CNCc1ccc2c(c1)OCO2)COc1ccccc1 (stereo not given),-2%,5%,7,-7%,-10%,-2%,1%,11,2,4
CCCCNC(=O)N1CCN(C(c2ccccc2)c2ccccc2)CC1,-3%,-3%,4,-2%,-18%,28%,6%,-3,0,-2
O=C1COc2ccc(C(=O)CSc3ccc(Br)cc3)cc2N1,?,nt,nt,nt,-30%,9%,nt,-13,-7,28
Cc1ccc(S(=O)(=O)N2CCOCC2)cc1C(=O)N1CCN(S(=O)(=O)c2cccs2)CC1,3%,2%,2,2%,2%,18%,-5%,1,-10,1
CNC(=O)NC(=O)CSc1ccc(S(=O)(=O)N(C)C2CCCCC2)cn1,0%,nt,nt,nt,11%,-1%,nt,1,-7,2
Cc1ccc(-c2[nH]nc3c2C(c2cccnc2)C(C#N)=C(N)O3)cc1 (stereo not given),-1%,3%,-42*,?,-9%,nt,2%,-4,4,2
CN(C(=O)c1cncc(Br)c1)C1C2CC3CC(C2)CC1C3 (stereo not given),-1%,2%,4,-16%,-20%,4%,-1%,0,-35,27
C=CCN(CC=C)C(=O)CCc1nnc(CCc2c[nH]c3ccccc23)o1,1%,-1%,-3,-4%,16%,-1%,-13%,16,-2,2
O=C(COc1ccccc1Cl)NC(=S)Nc1ccccc1N1CCCC1,0%,9%,-2,-8%,?,3%,-2%,4,5,-1
CC(C)OC(=O)CSc1nnc(Cc2ccccc2)n1Cc1ccco1,0%,0%,-1,-3%,-1%,-9%,-10%,-4,-12,-2
COc1cc(C(=O)NCC(c2ccc(F)cc2)N2CCOCC2)ccc1OCc1ccccc1Cl (stereo not given),nt,nt,nt,nt,6%,0%,nt,-8,2,6
Cc1ccc2oc(=O)n(Cc3ccccc3OC(C)C)c2c1,-3%,1%,9,-5%,-17%,nt,10%,-4,-9,25
CCC(C)NC(=O)Cn1cnc2sc(C)c(S(=O)(=O)N3CCN(c4ccccc4OC)CC3)c2c1=O (stereo not given),-3%,-1%,-1,0%,17%,4%,6%,8,4,0
CC1Cc2ccccc2N1C(=O)CSc1nncn1C (stereo not given),1%,9%,-1,-4%,?,-5%,-5%,16,i,3
CCOC(=O)c1c(C)[nH]c(C)c1S(=O)(=O)N(C)CC(=O)Nc1ccccc1F,2%,4%,1,-1%,0%,1%,1%,1,0,-1
CC(C)(O)/C=C/C(=O)[C@](C)(O)C1[C@H](O)C[C@@]2(C)C3CC=C4C(C=C(O[C@@H]5O[C@H](CO)[C@@H](O)[C@H](O)[C@H]5O)C(=O)C4(C)C)[C@]3(C)C(=O)C[C@]12C (stereo not given in full),10%,nt,nt,nt,21%,-1%,nt,5,3,nt
CC(=O)N/C(=C\c1ccccc1)C(=O)OCc1ccccc1,3%,7%,1,8%,-20%,5%,?,12,-4,0
O=C(COC(=O)CCN1C(=O)C2CC=CCC2C1=O)Nc1ccc([N+](=O)[O-])cc1 (stereo not given),0%,nt,nt,nt,7%,3%,nt,-9,3,nt
c1ccc(-c2csc3ncnc(NCc4ccccn4)c23)cc1,1%,0%,0,1%,11%,-1%,-3%,11,-3,15
COc1ccc2ccc(OCC(=O)Nc3cc(C)on3)cc2c1,-2%,nt,nt,nt,31%,3%,nt,-1,3,1
COc1ccccc1-n1c(SCC(=O)Nc2ccc3c(c2)OCO3)nc2c(c1=O)SCC2,0%,0%,-4,24%,5%,-3%,29%,-10,-6,1
CC(C)c1ccc(C(=O)NN2C(=O)C3CCCCC3C2=O)cc1 (stereo not given),-2%,4%,-3,-12%,9%,6%,-6%,0,25,3
O=C(COC(=O)c1cccnc1Cl)Nc1ccc(N2CCCCC2)cc1,-1%,nt,nt,nt,-31%,-4%,nt,-2,-2,11
CCOc1ccc(/C=N/NC(=O)c2ccc(Cn3cc(Br)cn3)o2)cc1,-4%,1%,2,11%,5%,2%,-4%,-2,-1,9
O=C(/C=C/c1ccc(Cl)c(Cl)c1)NC1=NCCS1,-1%,0%,-1,2%,6%,0%,2%,-3,-4,?
CCOC(=O)c1ccccc1NC(=O)CSC(C)C(=O)Nc1cc(C)on1 (stereo not given),1%,nt,nt,nt,1%,-3%,nt,1,-1,2
C=CCN1C(=O)c2ccc(C(=O)Nc3ccccn3)cc2C1=O,nt,nt,nt,nt,-3%,-6%,nt,3,-4,10
C=CCn1c(SCC(=O)Nc2ccc(C(=O)OCC)cc2)nnc1-c1sc(N)nc1C,1%,-2%,-1,3%,6%,4%,6%,2,-9,-1
Cc1nc2ccccc2n2c(-c3ccccc3)c3c(=O)n(C)c(=O)n(C)c3c12,131%[activator],-3%,5,8%,-11%,-4%,16%,-4,-18,-2
c1cncc(-c2nnc(SCc3cccc4ccccc34)o2)c1,-1%,1%,0,-3%,3%,17%,-1%,-15,-11,nt
CCn1nc(C)c(/C=N\NC(=O)c2cccc(OC)c2)c1C,5%,2%,2,-6%,3%,2%,-1%,-3,-16,0
O=C(OCc1cc(=O)n2ccsc2n1)c1ccc(OC(F)F)cc1,-1%,nt,nt,nt,52%,3%,nt,-2,16,8
COc1ccc(C)cc1S(=O)(=O)N1CCN(C/C=C/c2ccccc2)CC1,0%,nt,nt,nt,-31%,2%,nt,-9,5,8
Cc1cccc(NCC(=O)N/N=C\c2cccc(Oc3ccccc3)c2)c1,-27%,1%,1,nt,-17%,0%,-2%,-27,6,0
COC(=O)c1cccc(C23CC4(C2)[C@H](CN(Cc2ccc(C(F)(F)F)cc2)[C@@H]4c2ccccc2)C3c2ccccc2)c1 (stereo not given in full),-4%,4%,-1&1,-2%,-22%,?,9%,-3,-1,13
O=C(O)C1CC=CCC1C(=O)Nc1cc(Cl)ccc1Cl (stereo not given),1%,0%,2,1%,-4%,0%,1%,-1,7,-1
Cc1ccc(NC(=O)CCC(=O)c2cccs2)cc1,0%,-2%,0,-3%,11%,0%,0%,-1,-11,17
Cc1ccc(NS(=O)(=O)Cc2ccccc2)cc1Cl,0%,-1%,0,4%,4%,-18%,-9%,1,-4,29
